# PRMT1 inh = PRMT1 (human) inhibition, primary screen; inhibition, % at 2.79 µM; Q99873; actives 1.3% (n = 370,000); AID 652257; recombinant PRMT1, activity-based probe fluorescence polarization;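 active = inhibition above about 21% made by adding two undisclosed values, limit read from the data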
# Target sequence (Q99873 whole entry, looked up): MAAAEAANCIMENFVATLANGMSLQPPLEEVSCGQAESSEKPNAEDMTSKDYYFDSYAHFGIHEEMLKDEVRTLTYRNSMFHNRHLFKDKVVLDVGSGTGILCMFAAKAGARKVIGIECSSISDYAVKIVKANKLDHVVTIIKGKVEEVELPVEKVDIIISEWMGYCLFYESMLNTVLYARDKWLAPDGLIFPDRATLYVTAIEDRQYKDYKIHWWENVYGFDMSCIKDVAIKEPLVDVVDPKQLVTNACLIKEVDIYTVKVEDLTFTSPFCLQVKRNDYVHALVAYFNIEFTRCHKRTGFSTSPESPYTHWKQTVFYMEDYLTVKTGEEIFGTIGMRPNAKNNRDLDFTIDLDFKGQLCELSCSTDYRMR
# NPR2 activator = GC-B (human) receptor activation | P20594 | HEK293-GC-B cells, CNP EC30, cGMP TR-FRET; 0% at EC30 CNP, 100% saturating CNP | activation, % at 10 µM | actives 0.11% (n = 370,000) | AID 1920062;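 active = activation at 10 µM reaching about 35% in either raw or pattern-adjusted values, limit read from the data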
# ABHD4 inh = inhibits mouse alpha/beta hydrolase domain 4; Q8VD66; purified mABHD4, FP-Rh probe fluorescence polarization; inhibition, % at 8.92 µM; actives 0.54% (n = 370,000);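 active = inhibition exceeding the mean over every tested compound plus 3 SD, cut at about 30% in these data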;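 note: 0% = plate median of compound wells and 100% = S159A mutant with DMSO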
# Target sequence (Q8VD66 whole entry, looked up, the tested form may be a part): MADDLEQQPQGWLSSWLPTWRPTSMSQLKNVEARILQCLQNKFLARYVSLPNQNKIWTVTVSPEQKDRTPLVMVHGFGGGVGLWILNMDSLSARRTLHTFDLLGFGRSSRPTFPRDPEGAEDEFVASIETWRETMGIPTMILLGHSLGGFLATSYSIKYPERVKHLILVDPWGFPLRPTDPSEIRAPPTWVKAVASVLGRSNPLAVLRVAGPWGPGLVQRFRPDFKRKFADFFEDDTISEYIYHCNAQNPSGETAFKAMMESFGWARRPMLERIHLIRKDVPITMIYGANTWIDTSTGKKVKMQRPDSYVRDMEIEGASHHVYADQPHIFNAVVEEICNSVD
#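 Test system: mABHD4 protein; Read-out basis: % inhibition; Incubation: 45 min + 60 min at 25 °C; Repeats: single replicate; Technique: fluorescence polarization with parallel and perpendicular emission, 525/598 nm; Compound: 8.92 µM, single dose; Benchmarks: full inhibition S159A mutant plus DMSO, zero as sample-well median.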
# TCR CD3 inh = human TCR-CD3 binding inhibition; inhibition, % at 9.4 µM; TAMRA-labeled TCR probe fluorescence, biochemical; actives 0.37% (n = 360,000); in the data active = inhibition above about 19%;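 note: recombinant mutant TCR 2C K166C tagged with TAMRA read by polarization; 0% = receptor in buffer alone and 100% = receptor with positive control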
# rCAG RNA binder = molecules binding r(CAG) RNA repeats; r(CAG) RNA repeat, TO-PRO-1 dye displacement fluorescence; inhibition, % at 3 µM; AID 651821; actives 1.3% (n = 370,000);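 active = inhibition above the plate cutoff, the mean of all test compounds on that plate plus 3 SD, cut at about 35% in these data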;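 note: 0% = DMSO alone and 100% = 100 µM mitoxantrone as full dye displacement; higher means more dye released from RNA so lower well fluorescence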
# MBD2 inh = blocks human MBD2 binding to methylated DNA | actives 0.31% (n = 370,000) | inhibition, % at 4.4 µM | Q9UBB5 | TR-FRET, MBD2 binding to methylated oligonucleotide; in the data active = inhibition above about 13%
# SIAE primary = human SIAE inhibition, primary screen | inhibition, % at 9.66 µM | AID 1053197 | SIAE FP-Rh probe binding, fluorescence polarization | actives 0.69% (n = 370,000);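 active = inhibition above a cutoff: mean of compounds within the control limits plus 3 SD of those, cut at about 17% in these data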;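 note: 0% = plate median of compound wells and 100% = probe without SIAE protein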
# HTRA1 inhibitor = blocks human HTRA1 serine peptidase; AID 504803; actives 0.5% (n = 340,000); inhibition, % at 5.96 µM; Q92743; recombinant HTRA1, FP-rhodamine activity-based probe, fluorescence polarization; in the data active = inhibition above about 36%;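 note: 0% = enzyme with DMSO and 100% = wells lacking enzyme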
# TDP2 absorb = blocks human TDP2 phosphodiesterase activity. O95551. recombinant TDP2, T5PNP hydrolysis, p-nitrophenol absorbance 415 nm. inhibition, % at 12.8 µM. actives 0.34% (n = 370,000). AID 720702;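 active = inhibition above the mean of all tested compounds plus 3 SD, set per campaign, cut at about 25% in these data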;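 note: 0% = DMSO with enzyme and 100% = buffer with substrate but no TDP2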
# Target sequence (O95551 whole entry, looked up): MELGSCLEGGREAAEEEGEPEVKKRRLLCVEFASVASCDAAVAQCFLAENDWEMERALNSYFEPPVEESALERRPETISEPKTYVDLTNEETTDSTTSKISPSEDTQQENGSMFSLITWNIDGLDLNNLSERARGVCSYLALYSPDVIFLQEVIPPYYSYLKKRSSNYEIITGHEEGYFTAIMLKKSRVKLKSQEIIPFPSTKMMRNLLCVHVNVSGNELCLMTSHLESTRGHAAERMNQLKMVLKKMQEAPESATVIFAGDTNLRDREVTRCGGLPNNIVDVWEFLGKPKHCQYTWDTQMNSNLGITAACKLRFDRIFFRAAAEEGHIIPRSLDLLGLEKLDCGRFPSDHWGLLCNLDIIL
#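 Assay system: Recombinant human TDP2 | Quantity: 120 nM TDP2 per well | Incubation: 2 h at 37 °C | Signal: Epi absorbance | Evaluation: Percent inhibition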
# LEDGF integ inh = blocks HIV-1 LEDGF/p75-dependent DNA integration | actives 0.64% (n = 370,000) | AID 743269 | TR-FRET IN-LEDGF/p75 DNA integration, Eu/Cy5 | inhibition, % at 3.7 µM;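 active = inhibition above the screen-wide mean plus 3 SD, cut at about 13% in these data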;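 note: signal is the Cy5 over europium emission ratio at 671 and 618 nm; 0% = plate median of compound wells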
# * marks the source's active call; other numbers are inactive results; / = no result given.
SMILES,PRMT1 inh,NPR2 activator,ABHD4 inh,TCR CD3 inh,rCAG RNA binder,MBD2 inh,SIAE primary,HTRA1 inhibitor,TDP2 absorb,LEDGF integ inh
O=C(NC(=S)Nc1ccc(Cl)cn1)C12CC3CC(CC(C3)C1)C2,-1.2,-3.5,0.5,-2.0,-1.2,-2.0,-1.6,-2.3,-3.8,1.1
CN(C(=O)COC(=O)c1nn(C)c(=O)c2ccccc12)c1c(N)n(Cc2ccccc2)c(=O)[nH]c1=O,0.7,5.7,3.0,7.1,-6.9,-1.1,-1.7,0.1,9.3,2.2
O=C(Cc1ccc(Cl)cc1)c1ccccc1,0.6,-5.2,4.1,7.5,2.0,-1.4,-0.5,-4.2,-2.9,-2.8
CCOC(=O)c1c(-c2cccc([N+](=O)[O-])c2)csc1NC(=O)CCCOc1ccccc1,1.5,2.9,-6.7,-7.6,4.8,-4.0,2.3,-12.0,5.2,1.2
COc1ccc(NC(=O)N(C)C[C@H]2Oc3ccc(NS(=O)(=O)c4ccc(F)cc4)cc3C(=O)N([C@H](C)CO)C[C@@H]2C)cc1,-1.8,-1.7,10.4,5.3,0.3,0.9,17.7*,-5.1,5.4,-3.6
Cc1ccc(C(=O)N/C(=C\c2cccs2)C(=O)NCc2cccnc2)cc1,-2.2,-3.1,3.9,4.8,-0.8,-2.2,-0.5,2.1,10.5,2.0
O=C(c1cc(N2C(=O)C3C4CCC(C4)C3C2=O)ccc1Cl)N1CCN(c2ccccc2F)CC1 (centres undefined),-1.6,2.2,-4.0,2.9,-0.4,-5.2,-0.2,-2.3,-4.8,-0.5
Oc1c(Br)cc(Br)cc1C=Nc1ccc2[nH]ncc2c1,4.1,-13.0,6.7,6.1,11.0,-15.6,-7.3,13.4,6.4,3.2
CCOC(=O)c1sc(NC(=O)CSc2n[nH]c(-c3ccc(Cl)cc3Cl)n2)c(C#N)c1C,-1.5,6.8,-1.5,2.3,7.1,-1.4,2.6,-3.0,12.7,3.0
COc1ccc([N+](=O)[O-])cc1N1C(=O)c2cccnc2C1=O,-0.2,2.1,3.1,1.3,0.7,-2.7,2.5,9.8,-2.9,3.0
CCOc1ccc2nc(NC(=O)Cn3c(C)csc3=O)sc2c1,-2.9,-7.0,0.2,10.4,7.8,-2.3,1.0,1.4,-7.2,0.4
C=CCOC(=O)C1=C(C)NC(=O)NC1c1cc(Cl)cc(Cl)c1OC (centres undefined),0.9,-22.8,0.1,-4.5,-5.0,4.3,-3.4,-4.2,-25.3,-7.6
COc1ccccc1CCn1cnc(Cc2cccc(F)c2)c1C(C)C,2.3,-4.0,1.9,1.4,-0.2,-3.2,3.4,/,-2.0,2.9
CC(=NNC(=O)c1ccncc1)c1cccc(Br)c1,-1.9,-3.6,-4.7,-3.5,2.7,1.1,-4.8,0.9,-2.7,0.8
COc1ccc(C(=O)c2ccc3oc(-c4ccc(OC)cc4)c(C#CCCO)c3c2)cc1,-4.7,3.5,-3.0,-10.8,3.7,-5.0,0.5,3.6,4.4,-0.3
Cc1cccc(NC(=O)COc2ccc(Br)cc2)n1,-1.2,0.0,-9.3,2.9,-4.0,1.7,0.5,-6.8,5.6,-0.1
COc1cc(OC)cc(C(=O)NCc2ccc(-n3cccc3)cc2)c1,-8.2,7.0,-7.3,4.0,-3.8,6.1,-2.0,-5.8,-5.7,5.5
CCC(CO)Oc1cc(NCc2ccccc2C)c2ncn(C(C)C)c2c1 (centres undefined),1.5,-3.8,16.6,-1.0,2.5,2.0,3.4,1.2,4.8,1.1
Fc1cc(F)c(F)c(SCCc2ccncc2)c1F,-3.0,-1.6,-1.1,-0.7,-1.6,-2.0,4.1,-5.8,2.2,-0.8
CN1CCN(CC#CCC2(O)c3ccccc3-c3ccccc32)CC1,-2.2,0.9,1.4,6.7,-2.6,2.3,-4.3,4.8,-5.4,2.6

# The closing 2 entries of the part above are carried over, then new ones follow.
SMILES,PRMT1 inh,NPR2 activator,ABHD4 inh,TCR CD3 inh,rCAG RNA binder,MBD2 inh,SIAE primary,HTRA1 inhibitor,TDP2 absorb,LEDGF integ inh
Fc1cc(F)c(F)c(SCCc2ccncc2)c1F,-3.0,-1.6,-1.1,-0.7,-1.6,-2.0,4.1,-5.8,2.2,-0.8
CN1CCN(CC#CCC2(O)c3ccccc3-c3ccccc32)CC1,-2.2,0.9,1.4,6.7,-2.6,2.3,-4.3,4.8,-5.4,2.6
COc1cc(C)nc(N2CCCC(C(=O)Nc3cccc(Cl)c3Cl)C2)n1 (centres undefined),1.4,-13.3,-6.7,3.4,0.3,-1.5,6.2,-8.2,6.6,-2.3
O=CN1CCN(C(C(=O)NC2CCCCC2)c2cc3c(cc2[N+](=O)[O-])OCO3)CC1 (centres undefined),3.4,-2.1,4.5,1.8,-3.3,1.5,2.1,5.6,3.1,-3.0
CCOc1ccc(NC(=O)CN2CCN(CC(=O)Nc3ccc(F)cc3)CC2)cc1,0.8,2.4,3.8,-6.9,-8.3,1.7,-2.3,-13.0,1.8,1.3
CC(C)(C)c1ccc(S(=O)(=O)NC(Cc2ccccc2)C(=O)O)cc1 (centres undefined),-1.5,0.4,5.0,9.6,20.5,-4.8,-1.0,-1.8,-4.6,-2.3
O=C(CSc1nccc(=O)[nH]1)Nc1ccc(S(=O)(=O)N2CCOCC2)cc1,48.5*,-2.3,8.8,7.7,3.4,-4.0,6.8,4.0,6.0,1.8
CN(CC(=O)NC(=O)Nc1ccccc1F)Cc1ccccc1,0.0,-4.2,-7.3,9.7,-10.8,3.4,-0.1,-7.5,-2.2,-4.5
O=c1[nH]cc(CN2CCOCC2)c(=O)[nH]1,-0.9,2.9,3.5,1.6,0.3,1.4,0.8,1.1,6.3,2.7
NC(=O)c1ncc(C(F)(F)F)cc1Cl,1.9,-4.5,0.0,3.2,-1.6,1.4,-2.9,2.5,8.2,-4.3
Cc1ccn(CCC(=O)Nc2ccc3c(c2)OCO3)n1,-0.9,3.3,1.5,5.6,4.3,1.7,10.9,8.5,-2.1,0.1
CCC(C)[C@H]1CN=C(N)N1CCc1cccc(F)c1 (some centres undefined),0.3,-2.7,3.3,-6.3,9.1,-1.6,-2.9,14.1,3.3,0.0
COc1ccc(OC)c(CC(NC(C)=O)C(=O)NC2CCN(c3cc(C)nc4ncnn34)CC2)c1 (centres undefined),0.9,2.1,1.2,-2.0,-7.1,2.4,1.1,/,7.6,-4.1
CC(C)=CCN1C(=O)[C@]2(OCCC=C[C@H]2C)c2c(Br)cccc21,-0.5,-2.5,-5.7,6.5,1.7,-8.1,1.9,/,0.6,3.7
Cc1nc2cc(NC(=O)NCCC3=CCCCC3)ccc2o1,16.7,0.2,-0.4,1.1,-0.7,5.6,-3.5,-19.7,-20.9,-8.5
CCCCN(CCCC)C1=Nc2ccccc2N/C1=C(/C#N)C(=O)OCC,-1.4,8.4,5.4,-2.2,-2.6,-2.8,4.8,-4.4,14.1,1.0
CCOC(=O)N1CCN(C(=O)CSC2=NS(=O)(=O)c3cc(Cl)ccc3N2)CC1,2.3,-1.1,2.5,8.1,13.9,-4.5,-4.8,-7.1,6.8,-1.3
O=C(O)CCCn1cc(NC(=O)c2ccco2)cn1,-2.8,0.4,-4.0,5.9,2.4,-2.2,7.3,-0.1,-6.9,3.1
CCCC(=O)NC(=S)c1c(C)n(C)n(-c2ccccc2)c1=O,-0.1,0.4,0.4,-6.9,-0.2,1.6,2.0,-4.5,-19.9,-1.3
O=C(CCc1nc2ccccc2s1)OCc1ccccc1F,0.6,-1.0,5.0,-7.8,-5.0,-5.2,4.1,1.0,9.5,1.4
O=C(O)CCC(=O)Nc1ccc(-n2ccc(C(F)(F)F)n2)cc1,4.8,-0.1,6.8,-6.2,-2.5,5.2,-3.7,1.9,-1.1,-4.4
CC1=CC(=C2C(=O)c3ccccc3C2=O)C=C(C)N1Cc1ccco1,12.4,1.4,-0.6,-1.7,6.5,-7.2,-3.6,-4.3,0.5,3.2
COc1cccc(NC(=O)NCc2ccc(F)cc2)c1,-2.8,-3.6,5.3,7.8,-1.8,1.0,7.7,1.5,8.4,-3.1
Cc1noc2ncnc(Sc3ccc(Br)cc3)c12,2.2,-3.2,-2.4,4.7,-5.1,-1.0,-3.2,1.7,0.3,2.1
Cc1nnc(SCC(=O)N2CCC(C(N)=O)CC2)s1,-1.8,5.5,1.7,5.2,0.3,2.3,13.5,-0.8,4.2,-2.2
O=C(/C=C/c1cccc(F)c1)Nc1ccc(S(=O)(=O)N2CCOCC2)cc1,1.6,-2.1,-11.0,-4.6,1.2,0.1,-42.1,10.8,-3.1,-1.7
CCOc1c(C)cc2[nH]c(CCC(=O)O)nc2c1C,0.7,8.0,2.8,2.7,-1.6,-0.9,-2.5,3.7,3.3,-0.7
CN(C)c1ccc(C(=O)NN2C(=O)c3ccccc3C2=O)cc1,-4.9,0.0,2.9,2.4,-0.7,-1.0,1.6,1.1,12.6,-0.7
O=C(NC(=S)NCCCN1CCOCC1)c1cccc2ccccc12,7.2,0.7,-1.8,-6.5,-3.7,-6.5,0.6,-14.4,6.1,-4.4
CCC(=O)c1ccc(N2CCC(C)CC2)c(F)c1,1.9,-2.5,2.5,-5.9,-3.0,4.8,2.4,-0.4,-0.1,3.4
Cn1c(=O)c2c(nc(Br)n2CC(=O)c2cccs2)n(C)c1=O,1.1,-2.3,4.5,-5.6,3.1,1.2,-6.9,0.2,5.7,-1.4
CCS(=O)(=O)Nc1cccc(-c2nc3cccnc3s2)c1,3.2,0.9,-7.9,-8.2,0.9,2.1,-4.8,-2.3,2.0,-4.3
OCCNCCSc1nc(C2CCCCC2)n(-c2ccccc2Cl)n1,5.0,-15.0,12.7,-3.2,-9.0,-5.2,-2.5,4.9,0.6,-5.8
COc1ccc2cc(C3CC(c4cccs4)=NN3S(C)(=O)=O)c(Cl)nc2c1 (centres undefined),-1.6,-2.2,-0.6,5.2,8.2,-4.9,-6.2,-58.6,-15.2,3.7
CCC(C)(C)C1CCC2(CC1)NC(=O)N(CC(=O)N(C)Cc1ccc(OC(F)F)cc1)C2=O (centres undefined),0.2,-0.4,1.4,9.2,-0.6,-3.3,-1.4,-4.5,4.5,-2.2
O=C(N/N=C/c1ccccc1C(=O)O)c1cccc(S(=O)(=O)N2CCOCC2)c1,1.7,3.0,2.1,-7.6,3.1,3.5,7.8,6.0,6.8,-2.6
COc1ccc(NC(=O)N(C2CCCCC2)C(C)c2cccnc2)c(OC)c1 (centres undefined),-1.1,-6.5,-10.3,-4.1,0.3,0.4,6.6,0.9,-0.2,-1.2
CCOC(=O)C1=C(C)C(c2cccc(Oc3ccccc3)c2)NC(=S)N1 (centres undefined),0.8,-11.5,-9.7,-0.3,-3.4,1.5,8.7,-13.1,-4.0,-1.9

# Results in NPR2 activator and PRMT1 inh, for some of the entries so far:
Compound,NPR2 activator,PRMT1 inh
CCC(C)(C)C1CCC2(CC1)NC(=O)N(CC(=O)N(C)Cc1ccc(OC(F)F)cc1)C2=O (centres undefined),-0.4,0.2
O=C(N/N=C/c1ccccc1C(=O)O)c1cccc(S(=O)(=O)N2CCOCC2)c1,3.0,1.7
COc1ccc(NC(=O)N(C2CCCCC2)C(C)c2cccnc2)c(OC)c1 (centres undefined),-6.5,-1.1

# Bioassay records from PubChem.

# The list is partial; count on the stated rates, not on these rows.
